ALOX12 inh: Primary qHTS assay for inhibitors of human arachidonate 12S-lipoxygenase (ALOX12): Round 2 | Polyunsaturated fatty acid lipoxygenase ALOX12 (Homo sapiens), P18054 | Potency, µM (series often up to 108 µM), for inactives: at the top dose activity change, negative = inhibition, actives largely listed as inhibitors | AID 1671190, 2021 | purified 12hLO, xylenol orange hydroperoxide absorbance | 1.1% of 580,000 active; further: potency means the concentration at half of the fitted maximal effect; on the % scale 0 is the no-effect control and ±100 the full control effect
Target sequence (P18054 whole entry, looked up): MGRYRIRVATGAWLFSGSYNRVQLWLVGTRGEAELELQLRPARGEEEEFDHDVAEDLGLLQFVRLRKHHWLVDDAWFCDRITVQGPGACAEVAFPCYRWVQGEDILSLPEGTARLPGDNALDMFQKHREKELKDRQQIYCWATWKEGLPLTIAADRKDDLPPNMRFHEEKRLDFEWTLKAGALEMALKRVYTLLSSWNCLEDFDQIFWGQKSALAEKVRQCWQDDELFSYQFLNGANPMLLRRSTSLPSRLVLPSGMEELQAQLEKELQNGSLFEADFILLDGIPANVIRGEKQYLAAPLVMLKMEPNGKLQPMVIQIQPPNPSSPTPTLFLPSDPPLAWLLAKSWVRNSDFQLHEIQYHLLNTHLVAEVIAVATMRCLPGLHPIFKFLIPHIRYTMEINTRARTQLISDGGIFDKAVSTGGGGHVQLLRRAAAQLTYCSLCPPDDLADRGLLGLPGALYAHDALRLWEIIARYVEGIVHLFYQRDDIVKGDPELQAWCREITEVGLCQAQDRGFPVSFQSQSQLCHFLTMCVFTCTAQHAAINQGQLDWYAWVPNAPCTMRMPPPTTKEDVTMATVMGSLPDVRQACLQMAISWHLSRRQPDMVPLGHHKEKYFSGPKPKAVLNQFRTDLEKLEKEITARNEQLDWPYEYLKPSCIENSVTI
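Purified human 12hLO (150 nM final) in 25 mM Hepes, 0.01% Triton X-100, pH 7.0 was preincubated 15 min at room temperature with compound. Then 40 uM arachidonic acid was added, 30 min. Hydroperoxide was read by Fe-XO absorbance ratio 573/405 nm.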
G9a block: qHTS Assay for Inhibitors of Histone Lysine Methyltransferase G9a. Histone-lysine N-methyltransferase EHMT2 (Homo sapiens), Q96KQ7. Potency, µM (top dose mostly 102 µM), for inactives: top-dose activity, negative = inhibition, hits mostly inhibitors. AID 504332, 2011. 8.8% of 350,000 active. G9a H3K9 monomethylation, AlphaScreen, 2 h; further: potency means the concentration at half of the fitted maximal effect; on the % scale 0 is the no-effect control and ±100 the full control effect; nearly all actives have a fitted effect of over 75% in size
Target sequence (Q96KQ7 913-1193 limits assumed): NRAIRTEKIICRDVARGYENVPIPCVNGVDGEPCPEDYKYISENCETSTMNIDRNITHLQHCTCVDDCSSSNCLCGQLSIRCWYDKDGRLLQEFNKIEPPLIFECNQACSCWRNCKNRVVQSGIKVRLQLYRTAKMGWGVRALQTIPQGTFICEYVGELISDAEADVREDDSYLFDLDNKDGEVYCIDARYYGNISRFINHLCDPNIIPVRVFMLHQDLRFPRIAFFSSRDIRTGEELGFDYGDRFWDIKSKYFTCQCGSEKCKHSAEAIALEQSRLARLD
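Signal arises when biotinylated H3K9 peptide, once monomethylated, bridges streptavidin donor and antibody-captured acceptor beads. Enzyme at 20 nM was preincubated 15 min with test compounds; peptide 500 nM and SAM 20 uM then reacted for 2 h.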
RGS4 inhibitor: Inhibitors of Regulator of G Protein Signaling (RGS) 4: qHTS; Regulator of G-protein signaling 4 (Homo sapiens), P49798; Transcreener GDP fluorescence polarization, RGS4-accelerated GTP hydrolysis; Potency, µM (doses to about 114 µM), without a hit: at the top dose activity change, negative = inhibition, actives largely listed as inhibitors; 0.039% of 390,000 active; AID 504845, 2011; further: potency means the concentration at half of the fitted maximal effect; on the % scale 0 is the no-effect control and ±100 the full control effect; nearly all actives have a fitted effect of over 75% in size; some results filed as inactive show a strong effect at the top dose
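MLSMR compounds (23 nl, pin-transferred) preincubated 10 min at room temperature with a 500nM (2x) first reagent, then RGS4 at 900nM (2x) plus Transcreener GDP mix added; fluorescence polarization (620/688 nm) read before and after 90 min at 30 °C.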
PI4K2A inh: qHTS for small molecular inhibitors of PI4K2A; Phosphatidylinositol 4-kinase type 2-alpha (Homo sapiens), Q9BTU6; purified PI4K2A, ADP-Glo luminescence, 1 h; hits give low values; activity change, negative = inhibition, % at 76.9 µM; 0.13% of 420,000 active; in the data active means activity change below about -50%; inconclusive means mostly about -30% to -49%;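 further: -100% = wells without enzyme as full effect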
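PI4K2A activity was measured by ADP-Glo luminescence: enzyme (4 ug/mL stock) and phosphatidylinositol (1.2 mM stock) in Tris pH 7.5/MgCl2/EGTA/Triton X-100 buffer were reacted with ATP (300 microM stock) for one hour at ambient temperature.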
ERG Ets-DNA blk: qHTS for Small Molecule Inhibitors of the ERG Ets/DNA interaction. Transcriptional regulator ERG (Homo sapiens), P11308. fluorescence polarization, His-ERG Ets domain / labelled DNA. Potency, µM (top dose mostly 76.9 µM), inactives show top-dose FP activity, negative = inhibition, actives largely listed as inhibitors. 0.028% of 370,000 active. AID 624246, 2012; active means well fitted inhibition curve with a large enough effect in the polarisation, with a control signal flat; inconclusive means small, poorly fitted or top-dose-only effect, or effect the other way, or a change in a side signal; inactive means no such curve, though single readings can be large or run the other way; the % refers to the polarisation;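 further: polarization taken with two DNA probes labelled with fluorescein and Texas red; potency means the concentration at half of the fitted maximal effect; % of control where 0% means no effect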
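His-tagged ERG Ets domain (1 uM in the protein solution; 300mM KCl, 50mM Tris-HCl, 1mM EDTA, 1mM DTT, pH 7.5) received compound, then a probe mix of 5 nM fluorescein-DNA and 100nM Texas-615-DNA. Fluorescence polarization was read for both dyes.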
JMJD2A Tudor: qHTS Assay for Inhibitors of JMJD2A-Tudor Domain | Lysine-specific demethylase 4A (Homo sapiens), O75164 | AID 504339, 2011 | 4.4% of 390,000 active | Potency, µM (titrated, usually from 114 µM), for the others: top-dose activity change, negative = inhibition, hits mostly inhibitors | AlphaScreen JMJD2A-Tudor / H3K4me3 peptide binding; further: potency means the concentration at half of the fitted maximal effect; on the % scale 0 is the no-effect control and ±100 the full control effect; nearly all actives have a fitted effect of over 50% in size
BAZ2B inh: qHTS Assay for Inhibitors of BAZ2B. Bromodomain adjacent to zinc finger domain protein 2B (Homo sapiens), Q9UIF8. AlphaScreen BAZ2B-H3K14Ac peptide displacement. Potency, µM (top dose mostly 114 µM), without a hit: at the highest dose activity change, negative = inhibition, hits mostly inhibitors. 4.4% of 360,000 active. AID 504333, 2011; further: potency means the concentration at half of the fitted maximal effect; on the % scale 0 is the no-effect control and ±100 the full control effect; nearly all actives have a fitted effect of over 60% in size
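Multi-concentration screen (max 110 uM) measuring displacement of acetylated histone H3 peptide from BAZ2B by AlphaScreen, using 50 nM protein, 50 nM peptide and 10 ug/mL streptavidin donor plus Ni-chelate acceptor beads.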
HP1b chromo inh: HTS for Inhibitors of HP1-beta Chromodomain Interactions with Methylated Histone Tails; AID 540317, 2011; Chromobox protein homolog 1 (Homo sapiens), P83916; Potency, µM (titrated, usually from 114 µM), inactives show top-dose activity change, negative = inhibition, usual class: inhibitors; AlphaScreen HP1-beta / biotin-H3K9me3 peptide binding; 0.56% of 390,000 active; further: potency means the concentration at half of the fitted maximal effect; nearly all actives have a fitted effect of over 70% in size; inactives centre near 23
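Compound inhibition of the preformed complex between 50 nM HP1-beta and 50 nM biotinylated H3K9me3 peptide was read by AlphaScreen. Buffer was PBS pH 7.4 with 0.01% Tween-20. Incubations ran 30 min at room temperature, with 10 ug/mL donor/acceptor beads.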
GLS inhibitor: qHTS for Inhibitors of Glutaminase (GLS) | Glutaminase kidney isoform, mitochondrial (Homo sapiens), O94925 | GLS enzymatic activity, qHTS titration | Potency, µM (highest dose often 45.5 µM), inactives show top-dose activity change, negative = inhibition, actives largely listed as inhibitors | 0.21% of 410,000 active | AID 624170, 2012; further: potency means the concentration at half of the fitted maximal effect; on the % scale 0 is the no-effect control and ±100 the full control effect
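Coupled fluorescence readout: glutamate oxidase/HRP/Amplex Red detect glutamate formed by hKGA from L-glutamine (1 mM solution added). Buffer 45 mM KH2PO4 pH 8.2, 0.02% Tween-20; reads at t0 and 30 min RT.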
* marks the source's active call; other numbers are inactive results; u = inconclusive; x = not tested or not shown; & = joins results of further samples; ! = repeats disagree; [ ] = another dose, or the depositor's remark. Unless noted, the call rests on the fitted dose curve; in most records, active means well fitted curve in the direction sought with a large enough effect; inconclusive means small, poorly fitted or top-dose-only effect, or another doubt; inactive means no such curve, though single readings can be large; an effect the other way counts as inactive or inconclusive. Some of the compounds tested (hit frequency here may not be typical).

SMILES	ALOX12 inh	G9a block	RGS4 inhibitor	PI4K2A inh	ERG Ets-DNA blk	JMJD2A Tudor	BAZ2B inh	HP1b chromo inh	GLS inhibitor
O=C(C[N+]12CCN(CC1)CC2)NCCc1ccc(Cl)cc1Cl	u	-9%	15%	-3	12%	-5%	-17%	50%[activator]	-7%
Brc1ccc(-[n+]2c(-c3ccccc3)cc(-c3ccccc3)cc2-c2ccccc2)cc1	-18%	21%[2.33 µM]	1%	-6	10%	-23%	-1%	-9%	26%
O=C1CN=C(c2ccccc2)c2cc(Br)ccc2N1	0%	-10%[0.501 µM]	-8%	1	-5%	-18%	9%	31%	0%
Cn1cc(C(=O)NCc2ccccc2)c2ccccc21	-9%	10%	26%	-5	3%	4%	-1%	10%	0%
Cc1ccc(N2C(=O)CC(=O)NC2=O)cc1	u	-3%[59 µM]	-27%	-11	22%	-8%	-31%	34%	-1%
Cc1cc(N)ccc1-n1nc2ccccc2n1	175%[activator]	x	-5%	0	12%	7%	x	60%[activator]	-13%
O=C(O)C1C2CCC(O2)C1C(=O)Nc1ccc(Cl)cc1 (centres undefined)	-20%	13%[59 µM]	-5%	0	2%	-8%	u	25%	-2%
CC1=CC(C)CC(C)OC(=O)CC(c2ccc(O)cc2)NC(=O)C(Cc2c(Br)[nH]c3ccccc23)N(C)C(=O)C(C)NC(=O)C(C)C1 (centres undefined)	7%	x	-16%	3	-5%	-35%	x	1%	0%
CCN(CC)C(=O)c1ccc(NC(=O)CN2CCc3cc(OC)c(OC)cc3C2)cc1	16%	21%	10%	5	7%	-7%	0%	21%	-5%
O=C(CSC1c2ccccc2-c2ccccc21)N/N=C/c1ccccc1C(=O)O	-1%	x	u	5	-5%	-11%[57.1 µM]	-26%	-1%	10%
O=[As](O)(O)c1ccc(N=Nc2ccc(O)cc2)cc1	-16%	-7%	-39%	-7	4%	-12%	-17%	-2%	0%
COc1ccc(S(=O)(=O)N2CC3CC(C2)c2cccc(=O)n2C3)cc1 (centres undefined)	-3%	12%	17%	2	5%	-9%	-3%	3%	6%
c1ccc(Cc2nn3c(Cn4cnc5ccccc54)nnc3s2)cc1	u	3.2µM*	-16%	9	-5%	-33%	4%	u	0%
O=c1[nH]c(O)c(/C=C2\C=NN=C2c2ccccc2)c(=O)[nH]1	u	50µM*	u	-29	6%	-14%	8%	20%	6%
COc1ccc(CCNCc2cccn2C)cc1OC	-7%	x	10%	-1	-2%	-23%	u	6%	0%
O=c1c2ccccc2nc(-c2ccccc2)n1-n1cccc1	4%	-1%	26%	-1	-1%	u	5%	20%	6%
O=C(Nc1ccc2c(c1)OCCO2)c1cccn(Cc2cccc(F)c2)c1=O	-22%	7%[59 µM]	-39%	4	-10%	-28%	-17%	-13%	-16%
COc1ccc(NC(=O)c2cc([N+](=O)[O-])ccc2N2CCNCC2)cc1	-18%	0%	-24%	7	19%	-16%	-22%	-5%	0%
C=CCN(CC(=O)c1sc(C(=O)OCC)nc1C)c1cccc(Br)c1	u	x	-7%	2	3%	u	x	-2%	0%
C[C@]12CCC3[C@@H](CC[C@H]4C[C@@H](O)CC[C@]34C)C1CCC2=O (some centres undefined)	0%	18%	-7%	-2	2%	-7%	2%	13%[57 µM]	0%
O=C(O)c1cccc(NC(=O)N2C[C@H]3C[C@@H](C2)c2cccc(=O)n2C3)c1	-1%	0%[12.7 µM]	-9%	2	-2%	-19%	-8%	13%	4%
Cc1cccc(C)c1Oc1nc(-c2ccccc2)ncc1S(=O)(=O)c1ccccc1	30%[activator]	0%	-10%	-6	8%	6%	14%	45%[activator]	0%
CCOP(=O)(C1=C(O)C(=O)C(C(C)(C)C)=CC1=O)c1ccccc1 (centres undefined)	-125%	56µM*	u	-12	-1%	-21%	-24%	17%	28%
O=P1(NCCCl)OCCCN1CCCl (centres undefined)	u	-7%[59 µM]	0%	3&2	-19%	-14%	12%	40%[activator]	7%
Cn1c(O)c(C=NCCN2CCNCC2)c(=O)[nH]c1=O	180%[activator]	x	7%	3	0%	-8%	9%	52%[activator]	-6%
Carrying on.
SMILES	ALOX12 inh	G9a block	RGS4 inhibitor	PI4K2A inh	ERG Ets-DNA blk	JMJD2A Tudor	BAZ2B inh	HP1b chromo inh	GLS inhibitor
COC(=O)[C@@H](N)CCCN=C(N)N[N+](=O)[O-]	u	0%[59 µM]	-4%[56.9 µM]	2&-3	-9%	-4%	-9%	28%	-11%&3%
O=c1c2ccccc2nc(CSc2ncnc3nc[nH]c23)n1-c1ccccc1	u	u	u	2	8%	32µM*	10%	-32%	1%
COCCCNC(=O)c1c(N)n(Cc2ccco2)c2nc3ccccc3nc12	u	1%[12.7 µM]	-30%	-5	14%	42%[activator]	-6%	83%[activator]	-1%
COCCNC(=O)c1c(NC(=O)c2ccco2)n(Cc2ccccc2)c2nc3ccccc3nc12	u	u	-22%	u	3%	-5%	7%	70%[activator]	3%
Cc1ccccc1CCNCc1cc2cccc(C)c2[nH]c1=O	-55%	-11%	-14%	-1	13%	-14%	-6%	19%	0%
CCCCCCn1c(O)c(C=NC2CCN(Cc3ccccc3)CC2)c(=O)[nH]c1=O	0%	u	16%	-3	0%	-34%	-2%	0%	-2%
COc1ccc(NC(=O)[C@@H](NC(=O)N2C[C@H]3C[C@@H](C2)c2cccc(=O)n2C3)C(C)C)cc1	1%	5%[12.7 µM]	-4%	-3	3%	-13%	-23%	17%	-3%
N[C@@H](Cn1oc(=O)[nH]c1=O)C(=O)O	u	10µM*!	u	5&3	-2%	4µM*	x	-7%	4%
Cc1cccc(C)c1OP(N)(=O)OCC(F)(F)F (centres undefined)	4%	-7%[59 µM]	-11%	2	7%	-3%	6%	34%	-2%
CN1CCN(C(=O)COc2ccc(S(=O)(=O)N(C)Cc3ccccc3)cc2)CC1	17%	-18%[12.7 µM]	9%	-2	x	-3%	2%	9%	-1%
COc1ccc(NC(=O)CN2C(=O)C(C)N=C(c3ccccc3)c3ccccc32)cc1OC (centres undefined)	-29%	-3%[59 µM]	2%	-3	-4%	-22%	x	20%	0%
CC1C2Cc3ccc(O)cc3[C@]1(C)CCN2CCc1ccccc1 (some centres undefined)	-3%	x	4%	-2	-23%	u	x	21%	27%
FC(F)(F)c1cccc(C2NCc3ccccc3-n3cccc32)c1 (centres undefined)	u	u	3%	0	10%	u	u	4%	-7%
CN1C(=O)NC(=O)C(C)(C2=CCCCC2)C1=O (centres undefined)	-23%	42%[59 µM]	3%	4&0	1%	-8%	x	67%[activator]	-16%&4%&4%
O=C(Nc1cccc(OC(=O)N2CCCCC2)c1)N1CCOCC1	3%	48%	12%	-4	14%	-6%	-1%	32%	2%
Oc1c(Cl)c(Cl)c(Cl)c(Cl)c1Cl	-29%	x	u	3	-1%	56µM*	x	-7%	33%[activator]
Cc1c(NP(=S)(C(C)(C)C)C(C)(C)C)c(=O)n(-c2ccccc2)n1C	-5%	5%	6%	0	3%	-9%	-4%	33%	4%
O=C(NCCN1CCOCC1)c1ccc(Cl)nc1	0%	1%[12.7 µM]	-3%	4	1%	-3%	4%	34%	-3%
O=C(NCCc1ccc(Cl)cc1)C(=O)NCC(c1cccs1)S(=O)(=O)c1cccs1 (centres undefined)	-10%	1%[59 µM]	-33%	1	-5%	-5%	1%	53%[activator]	8%
O=C(NCc1cccnc1)C(Cl)(Cl)Cl	-1%	-7%[59 µM]	-29%	-3	-5%	-7%	5%	30%	2%
COC(=O)C1=C(c2ccc(C(C)=O)cc2)C[C@@H]2CC[C@H]1N2C(=O)NCCCOC(C)C	-9%	-25%[0.501 µM]	-5%	3	-3%	4%	-4%	30%	-11%
O=C1NC(=O)N(Cc2ccco2)C(=O)/C1=C/C=C/c1ccco1	40µM*	-175%[59 µM]	u	u	67%[activator]	35µM*	32µM*	11µM*	44%[activator]
CCC(=NC(C)c1ccccc1)c1c(O)[nH]c(=O)[nH]c1=O (centres undefined)	0%	x	-50%	-3	16%	18%[57.1 µM]	6%	55%[activator]	1%

Among those listed so far, these contain a CF3 group:
SMILES	ALOX12 inh	G9a block	RGS4 inhibitor	PI4K2A inh	ERG Ets-DNA blk	JMJD2A Tudor	BAZ2B inh	HP1b chromo inh	GLS inhibitor
Cc1cccc(C)c1OP(N)(=O)OCC(F)(F)F (centres undefined)	4%	-7%[59 µM]	-11%	2	7%	-3%	6%	34%	-2%
FC(F)(F)c1cccc(C2NCc3ccccc3-n3cccc32)c1 (centres undefined)	u	u	3%	0	10%	u	u	4%	-7%

Screening results: PubChem, National Center for Advancing Translational Sciences (NCATS)
